High-throughput results as filed in PubChem BioAssay.
APJ antag: APJ receptor antagonism | CHO-K1 APJ beta-arrestin complementation, luminescence | inhibition, % at 20 µM | 330,000 compounds, 0.32% hits | P35414 | AID 2521;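 active = inhibition above about 40% at 20 µM, limit read from the data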;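 also: cells challenged with 10 nM apelin-13 agonist together with compound; plate controls were apelin-13 plus DMSO wells for no effect and DMSO wells lacking apelin-13 for full effect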
Jurkat NFkB inh: lowers PMA/ionomycin-induced NF-kB signal in Jurkat cells. PMA/ionomycin-induced NF-kB luciferase reporter, luminescence. inhibition, % at 4 µM. 330,000 compounds, 0.53% hits; in the data active = inhibition above about 50%
EBI2 antag: antagonists of human EBI2 receptor; 360,000 compounds, 0.81% hits; P32249; EBI2 beta-arrestin recruitment, luminescence, 7a,25-OHC stimulated; inhibition, % at 5 µM; in the data active = inhibition above about 38%;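 also: enzyme fragment complementation signal reports receptor beta-arrestin coupling in cells; 0% = agonist plus DMSO wells and 100% = wells without agonist; some results beyond the cut were filed as inactive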
697 NFkB inh: inhibitors of the PMA/ionomycin-induced NF-kB reporter in 697 B cells. 697 B-cell NF-kB luciferase reporter, 16 h. inhibition, % at 4 µM. 330,000 compounds, 0.33% hits. AID 435022; in the data active = inhibition above about 35%
UBC13 polyUb: human UBC13 polyubiquitination inhibition | P61088 | UBC13 polyubiquitin chain formation, TR-FRET | inhibition, % at 20 µM | 330,000 compounds, 0.47% hits | AID 485273; in the data active = inhibition above about 45%, passing the limit was not always enough
Target sequence (P61088 whole entry, looked up): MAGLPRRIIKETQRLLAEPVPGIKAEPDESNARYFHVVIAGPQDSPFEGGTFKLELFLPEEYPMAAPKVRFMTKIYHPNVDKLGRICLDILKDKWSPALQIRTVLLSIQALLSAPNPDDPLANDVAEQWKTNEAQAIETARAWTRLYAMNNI
CXCR6 inh: inhibitors of human CXCR6 receptor | inhibition, % at 20 µM | 360,000 compounds, 0.36% hits | CHO-K1 PathHunter CXCR6 beta-arrestin, luminescence | O00574; in the data active = inhibition above about 34%, passing the limit was not always enough;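 also: antagonist mode with CXCL16 agonist at 10 nM final; 0% = 10 nM CXCL16 with DMSO and 100% = unstimulated wells without agonist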
Target sequence (O00574 whole entry, looked up): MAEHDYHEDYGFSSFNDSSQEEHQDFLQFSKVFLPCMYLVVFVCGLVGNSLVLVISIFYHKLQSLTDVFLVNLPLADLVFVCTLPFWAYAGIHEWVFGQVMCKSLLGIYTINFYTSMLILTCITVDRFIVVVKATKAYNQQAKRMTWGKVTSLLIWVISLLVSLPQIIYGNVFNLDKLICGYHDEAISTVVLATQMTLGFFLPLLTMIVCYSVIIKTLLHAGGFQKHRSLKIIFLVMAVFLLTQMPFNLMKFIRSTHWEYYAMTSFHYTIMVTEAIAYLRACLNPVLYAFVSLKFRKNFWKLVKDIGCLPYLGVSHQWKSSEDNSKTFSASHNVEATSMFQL
CCR6 antagonist: blocks CCL20-driven beta-arrestin recruitment at human CCR6; P51684; CHO-K1 CCR6 PathHunter beta-arrestin, luminescence, CCL20-stimulated; inhibition, % at 20 µM; 340,000 compounds, 0.49% hits; AID 493098;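 active = compounds whose inhibition of the agonist-driven luminescence signal at 20 µM reaches about 50%, limit read from the data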;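 also: cells stimulated with CCL20 at 14 nM final; plate controls were DMSO with CCL20 for no effect and DMSO without agonist for full effect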
Target sequence (P51684 whole entry, looked up): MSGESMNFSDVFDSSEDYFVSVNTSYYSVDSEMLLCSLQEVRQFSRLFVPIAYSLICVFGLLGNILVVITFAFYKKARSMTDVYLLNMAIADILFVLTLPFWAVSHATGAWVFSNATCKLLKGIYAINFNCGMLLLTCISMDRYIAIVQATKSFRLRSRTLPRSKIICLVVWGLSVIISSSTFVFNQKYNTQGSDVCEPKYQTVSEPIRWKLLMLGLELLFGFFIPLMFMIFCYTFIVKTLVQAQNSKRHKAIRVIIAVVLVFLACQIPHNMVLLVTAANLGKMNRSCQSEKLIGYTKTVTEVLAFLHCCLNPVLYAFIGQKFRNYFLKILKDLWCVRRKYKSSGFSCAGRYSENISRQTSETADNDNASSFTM
Gli-Sufu block: blocks Gli-Sufu signaling in a luciferase reporter; Sufu-KO-LIGHT fibroblasts, Gli luciferase reporter luminescence; inhibition, % at 5 µM; 340,000 compounds, 0.74% hits; AID 588413;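 active = inhibition above about 55%, limit read from the data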;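 also: 0% = DMSO-treated cells and 100% = wells with medium but no cells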
An asterisk follows results filed as active; . = no result given.

The line under a structure holds: APJ antag | Jurkat NFkB inh | EBI2 antag | 697 NFkB inh | UBC13 polyUb | CXCR6 inh | CCR6 antagonist | Gli-Sufu block
- C/C(=N\NC(=S)NC1CCCCC1)c1ccc(Cl)c(Cl)c1
 : 22 | -11 | 8 | -57 | 3 | 6 | -4 | -5
- O=C1C(=O)N(Cc2ccncc2)C(c2ccccc2F)/C1=C(\O)c1ccc2c(c1)OCCO2 (stereo unspecified)
 : 0 | 1 | -7 | 6 | -18 | -7 | 6 | -48
- CC(C)NS(=O)(=O)c1ccc(NC(=O)C(C)OC(=O)C2CCC2)cc1 (stereo unspecified)
 : 6 | 1 | -6 | 19 | 3 | 10 | 4 | -4
- O=C(CN1C(=O)CCC1=O)Nc1cccc(NC(=O)CN2C(=O)CCC2=O)c1
 : -10 | -4 | -18 | 8 | -1 | 6 | 1 | -2
- Cc1ccc(C)c2[nH]c(=O)c(CN(CC3CCCO3)S(=O)(=O)c3ccc4c(c3)OCCO4)cc12 (stereo unspecified)
 : 1 | -4 | -2 | 7 | -4 | 0 | -1 | 6
- COc1cc2oc(=O)ccc2cc1[C@@H](O)[C@@H]1OC(C)(C)OC1(C)C
 : 7 | -3 | -10 | 15 | 7 | 0 | -3 | -15
- CCC(C)(C)NC(=O)C(c1ccc(OC)cc1)N(C(=O)CCC(=O)Nc1cc(C)on1)c1ccccc1OC (stereo unspecified)
 : -12 | 3 | 6 | 4 | 4 | 7 | 8 | -17
- CC1=CC(C)(C)Nc2ccc(OC(=O)C(Cc3ccccc3)N3C(=O)C4CCCCC4C3=O)cc21 (stereo unspecified)
 : 19 | -6 | -7 | 31 | 8 | -6 | 1 | 8
- COC(=O)c1cc(=O)c2c([N+](=O)[O-])ccc(OC)c2o1
 : 3 | 3 | 1 | 14 | -6 | 7 | 2 | 4
- O=C(COC(=O)c1ccccc1F)NC(=O)NC1CCCC1
 : 0 | -17 | 6 | 10 | 1 | 4 | 20 | 5
- COc1ccc(NC(=O)C2CCCN(S(=O)(=O)c3cccc4nonc34)C2)c(OC)c1 (stereo unspecified)
 : 12 | 4 | -3 | 21 | 2 | 6 | 17 | 3
- CCOc1cc(S(=O)(=O)N2CCC(c3nc4ccccc4s3)CC2)c(OCC)cc1S(=O)(=O)N1CCCCC1
 : 11 | -6 | 10 | -8 | 0 | 0 | -9 | 0
- CC1=NN(c2nc(-c3ccc(C)cc3)cs2)C(=O)C1N=Nc1cccc(O)c1 (stereo unspecified)
 : 28 | 7 | 29 | 7 | -60 | 19 | 37 | 10
- COC(=O)c1ccc2[nH]c(C3(O)CCCCC3)c(C)c2c1
 : -5 | -49 | 7 | -59 | 6 | -12 | -17 | -46
- CCOC(=O)c1ccccc1NS(=O)(=O)c1ccccc1F
 : -3 | -2 | -5 | -26 | 1 | 4 | 16 | -2
- Cn1nc(-c2ccccc2)c(-c2nc(-c3cccc(C(F)(F)F)c3)no2)c1Cl
 : 5 | 1 | 17 | 8 | -5 | -4 | -8 | 2
- CS(=O)(=O)N1CCN(C(=S)NCc2ccc(Cl)cc2)CC1
 : -1 | -1 | -11 | 17 | -2 | 0 | 1 | 5
- Cc1ccc(-c2nc3ccccc3o2)cc1NC(=S)NC(=O)c1cccs1
 : 18 | -55 | 24 | -80 | 5 | 20 | 22 | 23
- COc1ccc(S(N)(=O)=O)cc1C(=O)N(C)CC(=O)Nc1ccc(N2CCOCC2)cc1
 : -5 | 1 | -2 | -4 | 0 | 2 | 8 | -5
- CCOc1ccc(OCCn2c(S(=O)(=O)O)nc3c(N)ncnc32)cc1
 : 19 | 0 | -3 | 0 | 6 | -1 | 1 | 7
- COc1ccc(F)cc1S(=O)(=O)NC(Cc1ccccc1)C(N)=O (stereo unspecified)
 : 3 | -1 | -7 | 0 | -4 | -2 | -18 | 2
- COc1ccc(C)cc1S(=O)(=O)N1CCN(C(=O)c2ncoc2-c2ccccc2F)CC1
 : 6 | 15 | 3 | 17 | 6 | 3 | 1 | 12
- FC(F)(F)c1ccccc1NC(=S)N1CCN(Cc2ccc3c(c2)OCO3)CC1
 : -1 | 14 | -13 | 0 | 2 | -8 | 3 | 23
- CC(OC(=O)c1cc(S(=O)(=O)N2CCOCC2)ccc1F)C(=O)NCC1CCCCC1 (stereo unspecified)
 : -2 | 2 | -7 | 10 | 10 | 2 | 3 | 5
- O=C(NN=Cc1ccc(N2CCOCC2)s1)c1ccc([N+](=O)[O-])cc1
 : -7 | -18 | -12 | -17 | -126 | 3 | 16 | -2
- COc1ccc(C(C(=O)NC2CCCCC2)N(CC2CCCO2)C(=O)CCCC(=O)Nc2ccccn2)cc1 (stereo unspecified)
 : 13 | 23 | 0 | 5 | 2 | 0 | 15 | 23
- COc1cc(CNc2ccc3[nH]c(=O)[nH]c3c2)cc(Br)c1OCc1ccc(F)cc1
 : -16 | 22 | -4 | -6 | -6 | 1 | -2 | 0
- CCOc1ccc(NC(=O)C(CC(=O)O)Cc2ccccc2)cc1 (stereo unspecified)
 : 7 | 0 | -1 | -3 | -2 | 1 | -7 | -1
- CC(=O)N1N=C2c3ccccc3CCC2C1c1ccc(F)cc1 (stereo unspecified)
 : 4 | -6 | 5 | -11 | 0 | 12 | 22 | -1
- NNC(=O)c1ccc2c(c1)S(=O)(=O)NNC2=O
 : 1 | 2 | -15 | 2 | 3 | 3 | 12 | -4
- CC(C)(C)NC(=O)CC1C[C@H](C(=O)N2CCOCC2)[C@@]2(C)c3[nH]c4ccccc4c3CCN2C1=O (stereo partly specified)
 : 3 | 9 | -15 | 1 | 1 | -7 | 0 | -11
- O=S(=O)(c1ccc(F)c(F)c1)N1CCN(c2ncccn2)CC1
 : 2 | -12 | 5 | -6 | -7 | 2 | 8 | -20
- Cc1ccc(C(=O)N2CCN(C)CC2)cc1S(=O)(=O)N1CCOCC1
 : -7 | -2 | -4 | -1 | -3 | -3 | 12 | -8
- COc1cccc(C(=O)CSc2nnc(CNS(=O)(=O)c3ccc(C)cc3)n2C)c1
 : . | . | 4 | . | . | -2 | 8 | -20
- O=C1NC(=S)N(c2cccc(Cl)c2)C12CCCCC2
 : 7 | 5 | -7 | -22 | 7 | 20 | 14 | 0
- O=C(NCC(c1ccco1)N1CCN(c2ccc(F)cc2)CC1)c1ccco1 (stereo unspecified)
 : 11 | 9 | 9 | 4 | 5 | 2 | 5 | -8
- Cc1ccc(NC(=O)O/N=C/c2ccc(F)cc2)cc1
 : 4 | -40 | 3 | -82 | -8 | -9 | 3 | -28
- COCCOc1nc2c(c(=O)n(C)c(=O)n2C)n1Cc1cccc(OC)c1
 : -1 | -20 | 4 | -88 | -9 | -9 | -1 | 52
- COc1cc(C(=O)N[C@H](C(=O)NC2CCCCCC2)C(C)C)cc(OC)c1OC
 : 6 | 7 | -13 | -11 | 1 | -1 | 7 | 2
- Cc1cccc(NC(=O)NN2CCN(C)CC2)c1C
 : 4 | 14 | -3 | 4 | -2 | -24 | 0 | 19

Given as a markdown table: 16 of the compounds above
| Compound | APJ antag | Jurkat NFkB inh | EBI2 antag | 697 NFkB inh | UBC13 polyUb | CXCR6 inh | CCR6 antagonist | Gli-Sufu block |
| --- | --- | --- | --- | --- | --- | --- | --- | --- |
| O=C(NN=Cc1ccc(N2CCOCC2)s1)c1ccc([N+](=O)[O-])cc1 | -7 | -18 | -12 | -17 | -126 | 3 | 16 | -2 |
| COc1ccc(C(C(=O)NC2CCCCC2)N(CC2CCCO2)C(=O)CCCC(=O)Nc2ccccn2)cc1 (stereo unspecified) | 13 | 23 | 0 | 5 | 2 | 0 | 15 | 23 |
| COc1cc(CNc2ccc3[nH]c(=O)[nH]c3c2)cc(Br)c1OCc1ccc(F)cc1 | -16 | 22 | -4 | -6 | -6 | 1 | -2 | 0 |
| CCOc1ccc(NC(=O)C(CC(=O)O)Cc2ccccc2)cc1 (stereo unspecified) | 7 | 0 | -1 | -3 | -2 | 1 | -7 | -1 |
| CC(=O)N1N=C2c3ccccc3CCC2C1c1ccc(F)cc1 (stereo unspecified) | 4 | -6 | 5 | -11 | 0 | 12 | 22 | -1 |
| NNC(=O)c1ccc2c(c1)S(=O)(=O)NNC2=O | 1 | 2 | -15 | 2 | 3 | 3 | 12 | -4 |
| CC(C)(C)NC(=O)CC1C[C@H](C(=O)N2CCOCC2)[C@@]2(C)c3[nH]c4ccccc4c3CCN2C1=O (stereo partly specified) | 3 | 9 | -15 | 1 | 1 | -7 | 0 | -11 |
| O=S(=O)(c1ccc(F)c(F)c1)N1CCN(c2ncccn2)CC1 | 2 | -12 | 5 | -6 | -7 | 2 | 8 | -20 |
| Cc1ccc(C(=O)N2CCN(C)CC2)cc1S(=O)(=O)N1CCOCC1 | -7 | -2 | -4 | -1 | -3 | -3 | 12 | -8 |
| COc1cccc(C(=O)CSc2nnc(CNS(=O)(=O)c3ccc(C)cc3)n2C)c1 | . | . | 4 | . | . | -2 | 8 | -20 |
| O=C1NC(=S)N(c2cccc(Cl)c2)C12CCCCC2 | 7 | 5 | -7 | -22 | 7 | 20 | 14 | 0 |
| O=C(NCC(c1ccco1)N1CCN(c2ccc(F)cc2)CC1)c1ccco1 (stereo unspecified) | 11 | 9 | 9 | 4 | 5 | 2 | 5 | -8 |
| Cc1ccc(NC(=O)O/N=C/c2ccc(F)cc2)cc1 | 4 | -40 | 3 | -82 | -8 | -9 | 3 | -28 |
| COCCOc1nc2c(c(=O)n(C)c(=O)n2C)n1Cc1cccc(OC)c1 | -1 | -20 | 4 | -88 | -9 | -9 | -1 | 52 |
| COc1cc(C(=O)N[C@H](C(=O)NC2CCCCCC2)C(C)C)cc(OC)c1OC | 6 | 7 | -13 | -11 | 1 | -1 | 7 | 2 |
| Cc1cccc(NC(=O)NN2CCN(C)CC2)c1C | 4 | 14 | -3 | 4 | -2 | -24 | 0 | 19 |

More structures follow:
The line under a structure holds: APJ antag | Jurkat NFkB inh | EBI2 antag | 697 NFkB inh | UBC13 polyUb | CXCR6 inh | CCR6 antagonist | Gli-Sufu block
- CCOC(=O)c1cc2n(c1N)-c1ccccc1C2=O
 : -6 | 3 | -6 | 10 | -6 | 1 | -11 | 9
- Cc1cc(Cl)ccc1OCc1nnc(-c2ccccc2C)o1
 : 16 | -79 | 5 | -60 | 0 | 1 | 13 | -75
- COc1ccc(-c2ccc(=O)n(CC(=O)Nc3ccc(C(=O)NC4CC4)cc3)n2)cc1OC
 : -6 | 7 | -6 | -3 | 4 | 4 | 21 | -9
- CCOc1ccc(C(=O)Nc2ccc(N3CCN(S(C)(=O)=O)CC3)cc2)cc1[N+](=O)[O-]
 : -2 | 14 | -9 | 29 | 7 | -7 | 14 | -2
- O=c1[nH]c2ccc(S(=O)(=O)N3CCN(c4ccccc4F)CC3)cc2s1
 : 0 | -9 | -10 | -1 | 4 | -8 | -8 | 6
- CCOc1ccc(/C=N/NC(=O)C(C)Sc2ccccn2)cc1OCC (stereo unspecified)
 : 6 | -17 | 11 | 6 | 4 | 8 | 9 | -17
- COc1ccc(NC(=O)Cn2cc(S(=O)(=O)Cc3ccccc3)c3ccccc32)c(OC)c1
 : 17 | -9 | -1 | -24 | -11 | -9 | 9 | 0
- Cc1cc2c(c(SCC(=O)NCc3ccc(Cl)cc3)n1)C(=O)OC2
 : -18 | 2 | -8 | 1 | -10 | -9 | 4 | 5
- FC(F)(F)c1cccc(OCc2noc(-c3ccsc3)n2)c1
 : 19 | -8 | -7 | 10 | 0 | 7 | 8 | -3
- CCS(=O)(=O)N1CCC(C(=O)NCc2ccc(F)cc2Cl)CC1
 : 13 | -8 | -15 | -24 | -5 | 9 | 6 | -4
- Cc1cccc(N/N=C/c2ccccc2O)c1
 : 5 | 8 | 25 | -56 | -8 | 5 | 13 | 16
- COc1ccc(Cl)cc1NC(=O)NCc1ccc2c(c1)OCO2
 : -22 | -6 | 9 | -1 | 4 | -16 | -10 | -10
- Cc1ccc(NC(=O)CC(NC(=O)c2ccccc2Cl)c2ccccc2)nc1 (stereo unspecified)
 : 18 | -2 | 2 | 16 | 11 | 1 | -5 | 7
- C=CCSc1nnc(NC(=O)CSc2nc3ccccc3o2)s1
 : 4 | -10 | 16 | -12 | -12 | 5 | -1 | -16
